Source: PubChem
p53 reactivator: re-activators of mutant p53; H1299 p53-A138V BP100-luciferase reporter, luminescence, 24 h; Potency, µM (series often up to 92.2 µM), for the others: top-dose activity change, positive = activation, actives largely listed as activators; actives 0.063% (n = 320,000); AID 504706; note: potency is the fitted concentration of half-maximal effect; % of control where 0% means no effect; nearly all actives have a fitted effect of over 45% in size
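H1299 (p53-null), stable ts p53-A138V + BP100-Luc; 1000 cells/well, Opti-MEM/10% FBS; cpd 4 pt, 1:5; 24 h, 37 deg C, 5% CO2; detection reagent 10 min RT; luminescence.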
Giardia killer: kills Giardia lamblia | actives 0.15% (n = 340,000) | Giardia lamblia trophozoite viability | activity change, % at 7.66 µM, hits read low | AID 540267; in the data active = activity change below about -80%; inconclusive = between about -30% and that limit;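 note: parasites exposed to compound for two days anaerobically before the ATP read; % is set by controls: 0 for no effect and ±100 for the full control effect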
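Media and compound were dispensed first, then trophozoites at 100 cells/well; plates sat 48 hrs at 37 deg C without oxygen before ATP luminescence reagent was added and read after 15-30 min at room temperature.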
RORg inh: blocks mouse ROR gamma transcriptional activity. Drosophila S2 Gal4-RORgamma UAS-luciferase reporter, 20 h. AID 2551. Potency, µM (top dose mostly 53.6 µM), without a hit: at the top dose activity change, negative = inhibition, most hits filed as inhibitors. actives 5.4% (n = 310,000). P51450; note: potency is the fitted concentration of half-maximal effect; % is set by controls: 0 for no effect and ±100 for the full control effect; nearly all actives have a fitted effect of over 60% in size
Target sequence (P51450 whole entry, looked up, the tested form may be a part): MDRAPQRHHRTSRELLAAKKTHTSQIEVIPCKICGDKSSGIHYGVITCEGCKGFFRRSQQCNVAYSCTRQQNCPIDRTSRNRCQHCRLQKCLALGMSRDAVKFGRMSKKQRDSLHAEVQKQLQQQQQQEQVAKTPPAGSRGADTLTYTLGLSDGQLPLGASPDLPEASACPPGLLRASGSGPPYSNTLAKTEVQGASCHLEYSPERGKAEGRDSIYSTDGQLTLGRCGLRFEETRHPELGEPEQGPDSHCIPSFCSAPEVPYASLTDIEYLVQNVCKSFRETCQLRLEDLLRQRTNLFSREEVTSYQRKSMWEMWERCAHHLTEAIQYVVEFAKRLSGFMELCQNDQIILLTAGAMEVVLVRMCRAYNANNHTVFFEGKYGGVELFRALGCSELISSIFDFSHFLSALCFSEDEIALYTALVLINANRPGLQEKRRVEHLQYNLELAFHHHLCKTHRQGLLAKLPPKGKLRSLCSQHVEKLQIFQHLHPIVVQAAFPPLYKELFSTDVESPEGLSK
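A Gal4/UAS one-hybrid system in insect cells: metallothionein-promoter Gal4–ROR gamma fusion plus Photinus luciferase reporter. Copper sulfate 700 uM final, 20 hr ambient incubation, luminescent detection after 10 min with reagent.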
Menin-MLL TR inh: menin-MLL binding inhibition, Texas Red mutant peptide; O00255; Menin + Texas Red MLL mutant peptide, fluorescence polarization; Potency, µM (titrated, usually from 61.6 µM), inactives show at the top dose FP activity change, negative = inhibition, usual class: inhibitors; actives 0.23% (n = 270,000); AID 1768; active = well fitted inhibition curve with a large enough effect in the polarisation, with a control signal flat, not every such curve was filed as active; inconclusive = small, poorly fitted or top-dose-only effect, or effect the other way, or a change in a side signal; inactive = no such curve, though single readings can be large or run the other way; the % refers to the polarisation; note: potency is the fitted concentration of half-maximal effect; % of control where 0% means no effect; many of its hits are not listed in these tables
FLuc modulator: firefly luciferase modulation, counter-screen for miR-21 project. P08659. purified FLuc, Km substrates, luminescence inhibition. Potency, µM (titrated, usually from 57.5 µM), for inactives: top-dose activity change, negative = inhibition, hits mostly inhibitors. actives 6.9% (n = 360,000). AID 588342;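 note: potency is the fitted concentration of half-maximal effect; plate controls were vehicle for no effect and reference inhibitor for full effect; nearly all actives have a fitted effect of over 55% in size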
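Purified P. pyralis luciferase (10nM final) with 10uM D-luciferin and 10uM ATP (Km levels) in 50mM Tris acetate pH 7.5, 10mM Mg acetate, 0.01% Tween-20, 0.05% BSA; qHTS 6-point titration, ~60 µM downward; luminescence read.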
Gal4-VP16 FLuc: inhibits Gal4-VP16 luciferase reporter, ROR gamma counter-screen; actives 3.5% (n = 310,000); Potency, µM (highest dose often 53.6 µM), for inactives: top-dose activity, negative = inhibition, most hits filed as inhibitors; Drosophila S2 Gal4-VP16 UAS-luciferase, luminescence, 20 h;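 note: Gal4-VP16 expression switched on by copper sulfate through the metallothionein promoter; potency is the fitted concentration of half-maximal effect; % is set by controls: 0 for no effect and ±100 for the full control effect; nearly all actives have a fitted effect of over 50% in size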
NPC1 prom act: NPC1 promoter activation; actives 2.4% (n = 320,000); Potency, µM (highest dose often 9.22 µM), inactives show top-dose activation, most hits filed as activators; Huh7 NPC1 promoter luciferase reporter, 24 h; AID 485313;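 note: potency is the fitted concentration of half-maximal effect; % of control where 0% means no effect; nearly all actives have a fitted effect of over 60% in size; reporter is driven by a mutant NPC1 promoter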
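Quantitative HTS used a cell-based reporter: Huh7 cells stably bearing the NPC1 promoter upstream of luciferase were treated with compounds for 24 h, and promoter activation was read as luminescence.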
BRCA1 expr up: activators of BRCA1 expression. MCF7-BRCA1-FFLuc reporter, luminescence, 48 h; response scale: scaled: vehicle 0%, 10 µM genistein 100%. Potency, µM (highest dose often 46.1 µM), for inactives: top-dose activation, usual class: activators. actives 1.1% (n = 380,000). AID 624202; note: potency is the fitted concentration of half-maximal effect; nearly all actives have a fitted effect of over 80% in size; some results filed as inactive show a strong effect at the top dose
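48 h compound treatment of MCF7-BRCA1-FFLuc cells (phenol-red free MEM, 37 °C), then 15 min with luciferase substrate and luminescence imaging.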
Rab9 promoter act: activates the Rab9 promoter | Huh7 Rab9 promoter-luciferase reporter, luminescence, 24 h | Potency, µM (doses to about 9.22 µM), without a hit: top-dose activation, negative = inhibition, usual class: activators | actives 2.8% (n = 320,000); note: potency is the fitted concentration of half-maximal effect; % of control where 0% means no effect; nearly all actives have a fitted effect of over 60% in size
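Promoter activation is measured as luciferase luminescence in Huh7 cells stably transfected with a Rab9 promoter–luciferase construct, following 24 h compound exposure at 37 °C and 10 min reagent incubation at ambient temperature.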
PKM2 activator: PKM2 (human) enzyme activation | purified PKM2, Kinase-Glo ATP luminescence, activation; response scale: 0% is enzyme alone, no compound | AID 1631 | actives 0.34% (n = 260,000) | Potency, µM (highest dose often 57.5 µM), inactives show at the highest dose activation, actives largely listed as activators | P14618; note: potency is the fitted concentration of half-maximal effect; % is set by controls: 0 for no effect and ±100 for the full control effect; nearly all actives have a fitted effect of over 55% in size
Target sequence (P14618 whole entry, looked up): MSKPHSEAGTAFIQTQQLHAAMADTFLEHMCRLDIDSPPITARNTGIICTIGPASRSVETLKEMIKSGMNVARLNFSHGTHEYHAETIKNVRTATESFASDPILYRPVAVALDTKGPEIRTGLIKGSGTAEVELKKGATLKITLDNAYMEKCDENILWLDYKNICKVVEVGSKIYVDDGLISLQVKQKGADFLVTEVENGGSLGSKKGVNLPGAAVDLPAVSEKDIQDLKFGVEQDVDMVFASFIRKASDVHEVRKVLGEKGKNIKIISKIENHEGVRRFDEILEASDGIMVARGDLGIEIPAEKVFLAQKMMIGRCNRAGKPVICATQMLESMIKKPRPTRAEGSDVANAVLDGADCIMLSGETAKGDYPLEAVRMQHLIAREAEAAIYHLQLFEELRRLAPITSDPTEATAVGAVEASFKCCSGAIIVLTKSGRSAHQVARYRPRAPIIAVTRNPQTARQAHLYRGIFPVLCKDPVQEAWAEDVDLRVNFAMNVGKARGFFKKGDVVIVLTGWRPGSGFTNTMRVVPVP
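Purified hPK-M2 (>95% pure) converted ADP (0.1 mM final) to ATP with 0.5 mM PEP in 50 mM imidazole pH7.2, KCl, MgCl2, Tween 20, BSA; 1 h at room temperature. ATP detected by Kinase-Glo luminescence.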
ELG1 genotoxic: induces genotoxicity in HEK293T cells with luciferase-tagged ELG1; HEK293T ELG1-luciferase reporter, luminescence, 16 h; Potency, µM (top dose mostly 46 µM), for inactives: top-dose activity change, positive = activation, most hits filed as activators; actives 1.3% (n = 330,000); note: potency is the fitted concentration of half-maximal effect; % of control where 0% means no effect; nearly all actives have a fitted effect of over 60% in size
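Genotoxic stress is detected as increased luminescence from luciferase-tagged ELG1 in HEK293T cells, measured with ONE-Glo after a 16 hr treatment at 37 °C.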
* = called active by the depositor; ? = inconclusive; . = not tested or not shown; & = joins results of further samples; [ ] = another dose, or the depositor's remark. Unless noted, calls come from the whole dose curve; as a rule, active = well fitted curve in the direction sought with a large enough effect; inconclusive = small, poorly fitted or top-dose-only effect, or another doubt; inactive = no such curve, though single readings can be large; an effect the other way counts as inactive or inconclusive. These rows are one share of the data, so the mix of outcomes need not match the whole.

Second line of a record: p53 reactivator	Giardia killer	RORg inh	Menin-MLL TR inh	FLuc modulator	Gal4-VP16 FLuc	NPC1 prom act	BRCA1 expr up	Rab9 promoter act	PKM2 activator	ELG1 genotoxic
Cc1ccc(OCC(=O)NNC(=O)C2CC(=O)N(c3ccc4c(c3)OCCO4)C2)cc1 (centres undefined)
  6%	-9	.	.	1%	.	-1%	-1%	3%	.	2%
CCCCOc1ccc(C(=O)NCC(=O)N(C)Cc2nc3ccccc3c(=O)[nH]2)cc1
  -9%	42[activator]	.	.	?	.	-9%	-26%	-4%	.	2%
O=C(CCSc1nnc2scc(-c3ccccc3)n12)NCc1ccc2c(c1)OCO2
  -8%	-23	-21%	-4%	6%	16%	-3%	3%	-1%	-2%	2%
COc1cc(CNC(=O)CCCCCCC(C)C)ccc1O
  -3%	1	-24%	?	1%	-10%	1%[46.1 µM]	-1%	-3%[46.1 µM]	.	1%
COCCNS(=O)(=O)c1cc(C(=O)O)ccc1OC
  -5%	-11	-7%	3%	0%	-1%	1%	0%	0%	-5%	0%
CC(Oc1ccc(Cl)cc1Cl)C(=O)Nn1cnnc1 (centres undefined)
  4%	-3	-12%	1%	0%	5%	1%	3%	1%	-1%	-4%
O=C(O)c1cc(N2C(=O)CCC2=O)ccc1Cl
  .	1	.	1%	-2%	.	1%	-1%	-4%	-4%	-2%
COc1ccc2oc(=O)c(C(=O)NC3CCCCCC3)cc2c1
  .	12	18%[1.91 µM]	0%	15µM*	?	25%	28%	-6%	0%	?
CC1=[N+](C)N(c2ccccc2)C(=O)C1N=Cc1ccc(Cl)cc1 (centres undefined)
  -7%	-23	0%	5%	-2%	-3%	-1%	15%	-2%	-2%	0%
Fc1ccccc1OCCCCCN1CCCC1
  1%	-19	18%	-7%	5%	12%	2%	?	-7%	-3%	-3%
COCCC(=O)N1CCCC(CNS(=O)(=O)c2ccc(OC)cc2)C1 (centres undefined)
  2%	-18	5%	0%	0%	5%	-5%	6%	-1%	-1%	1%
COc1ccc(C(=O)Nc2ccccc2C(=O)N2CCCCC2C)cc1 (centres undefined)
  -2%	1	-31%	?	-2%	0%	-3%	-1%	3%	5%	1%
COc1ccc(C2C(C(C)=O)=C(O)C(=O)N2c2nccs2)cc1OC (centres undefined)
  0%	27	0%	1%	3%	-5%	1%	-2%	2%	3%	1%
COc1cc(OC)c(OC)cc1CN1CCc2ccccc2C1
  0%	4	22%	-10%	1%	7%	-1%	8%	0%	-9%	-6%
CCC(=O)NC(=S)Nc1ccc(NC(=O)c2cccnc2)cc1
  13%	-3	-9%	.	-1%	2%	-1%	4%	-6%	-7%	6%
COC(=O)[C@H](Cc1ccccc1)NC(=O)N1CCN(Cc2ccccc2)CC1
  -3%	6	?	-25%	1%	-1%	-3%	-6%	-3%	-1%	0%
COc1ccc(C(C(=O)NCC2CCCO2)N(Cc2ccccc2)C(=O)CNC(=O)c2ccco2)cc1OC (centres undefined)
  -1%	3	19%	-14%	-3%	2%	2%	10%	0%	.	0%
Cc1ccccc1C(=O)Nc1nnc(S(=O)(=O)N2CCCCC2)s1
  .	23	27%	12%	2%	-3%	9%	-1%	5%	-1%	0%
Cc1sc2nc(CSc3ccc([N+](=O)[O-])cc3)[nH]c(=O)c2c1C
  -1%	.	12%	?	0%	-7%	-1%	.	-2%	-3%	?
Cc1oc(-c2ccc(Cl)cc2)nc1CN1CCC(C(=O)NCc2ccco2)CC1
  16%	1	20%	-25%	-2%	-6%	8%	10%	-1%	-3%	-5%
CCC(=O)Nc1ccc(C(=O)Nc2ccc3c(c2)OCO3)cc1
  2%	-8	33%	-25%	?	0%	18%	39%	14%	-4%	11%
CC1Cc2ccccc2N1C(=O)CSc1nnc(N)s1 (centres undefined)
  -14%	0	6%	.	6%	-15%	-3%	-1%	2%[1.84 µM]	-4%	10%
CC(=O)Nc1ccc(NC(=O)C2CCCN2C(=O)Nc2ccc(F)cc2)cc1 (centres undefined)
  -1%	0	-25%	-3%	-1%	7%	0%	0%	0%	.	2%
O=C(COc1ccccc1Cl)Nc1ccc(Cl)cn1
  .	-10	?	1%	0.95µM*	-12%	2.2µM*	10µM*	1.4µM*	-2%	3.2µM*
COc1ccc(NC(=O)n2ncc3cc(Cl)ccc32)cc1OC
  14%	5	-16%	-19%	?	6%	?	?	3.5µM*	.	?
O=C(NC1CCCCC1)C1CCN(C(=O)c2ccc(-c3ccccc3)cc2)CC1
  -5%	8	32%	-20%	-2%	-18%	-3%	-2%	-5%	0%	-8%
COc1cccc(-n2c(SCc3cc(=O)oc4cc(O)c(O)cc34)nc3ccccc3c2=O)c1
  ?	8	-17%	?	-2%	-1%	-1%	-76%	-12%	9%	-2%
Cc1nnc(NC(=O)CSc2nnc(C)c(=O)n2N)s1
  -1%	20	16%	1%	1%	-11%	-1%	2%	-5%	0%	5%
CC(C)CCN1CCN(CC(c2ccccc2)c2ccccc2)CC1CCO (centres undefined)
  -1%	-10	-1%	-26%	-2%	-1%	-1%	-1%	-7%	-7%	-1%
CC(C)Nc1nc(NC(C)C)nc(C(=O)OCCO)n1
  -2%	?	-3%	-9%	-2%	1%	1%	2%	-4%	-21%	-6%
N#Cc1ccc(OCC(=O)OCC(=O)Nc2sccc2C(N)=O)cc1
  16%	3	.	.	1%	.	-5%	0%	-6%	.	1%
CC1CCC/C(=N\NC(=O)COc2ccccc2Cl)C1 (centres undefined)
  14%	-17	-21%	10%	?	-4%	-2%	8%	-3%	-2%	1%
Nc1c(C(=O)Nc2ccc3c(c2)OCCO3)nnn1Cc1ccc(Br)cc1
  ?	-21	.	.	?	.	1.6µM*	?	1.1µM*	.	?
CC(=O)N(NC(=O)c1ccc(C)cc1)C1CC(=O)N(c2ccccc2Cl)C1=O (centres undefined)
  -3%	-12	23%	5%	7%	-2%	0%	5%	-4%	6%	1%
CCOC(=O)N1CCN(C(=O)CN(c2ccc(OCC)cc2)S(C)(=O)=O)CC1
  5%	12	11%	.	0%	-2%	0%	2%	-1%	-6%	1%
Cc1ccc(NC(=O)Nc2ccc([N+](=O)[O-])cc2)nc1
  -4%	19	36%	5%	-1%	24%	?	0%	?	0%	?
NC(=O)COC(=O)c1cccc(S(=O)(=O)N2CCCc3ccccc32)c1
  -2%	-19	17%	-5%	-3%	-17%	-3%	3%	-3%	3%	2%
Cc1ccc2[nH]cc(CCNC(=O)/C=C/c3ccco3)c2c1
  -2%	19	63%	.	-3%	-10%	2%	2%	-2%	0%	1%
CCn1c(=O)n(CC(=O)NCC2CCCO2)c(=O)c2c3c(sc21)CCCC3 (centres undefined)
  -2%	-6	17%	.	2%	4%	-12%	5%	-3%	.	-1%
Cc1ccccc1OCC(O)Cn1c(=N)n(CCN2CCOCC2)c2ccccc21 (centres undefined)
  -17%&-2%	-4&-14	-24%&-4%	?	3%&0%	-12%&-6%	-12%&-7%	-49%&-38%	-7%&-6%	-10%&0%	-6%&-13%
Fc1cc(Br)ccc1NC(=S)Nc1ccccc1
  ?	-15	?	17%	19µM*	?	?	?	?	2%	9%
Cc1c(C(=O)OCC(=O)N(C)c2ccccc2)oc2ccccc12
  -11%	-22	1%	-14%	?	27%	28%	4%	?	1%	?
O=C(Cn1ccc([N+](=O)[O-])n1)NCC1CCCO1 (centres undefined)
  13%	-18	8%	.	-1%	14%	-3%	16%	-2%	0%	4%
Cc1cc(C(=O)CCC(=O)NCC2COc3ccccc3O2)c(C)s1 (centres undefined)
  9%	5	.	.	-20%	.	9%	2%	-1%	.	1%
CCOc1ccc(OCCCC(=O)N(C)CC(=O)Nc2ccc(N3CCOCC3)cc2)cc1
  5%	11	.	.	?	.	1%	-4%	-3%	.	-1%
Cc1nn(C(C)C(=O)NCCCN(Cc2ccccc2)C(C)C)c(=O)c2c1sc1ccccc12 (centres undefined)
  -5%	-27	-5%	-11%	1%	3%	-3%	3%	-2%	.	-6%
COc1cccc(NC(=O)Nc2ccccc2Br)c1
  8%	5	-5%	-19%	12µM*	-10%	24%	10µM*	?	7%	7%
COC(=O)[C@H](CC(C)C)NC(=O)N1CCCCC1C (some centres undefined)
  -1%	-13	-19%	.	4%	4%	-2%	24%	-3%	3%	-1%
C=CCOc1c(CNn2cn[nH]c2=S)cccc1OC
  0%	-2	11µM*	6%	6%	-12%	-5%	-7%	-3%	-3%	3%
Cc1cc(C(=O)NNC(=O)c2cccs2)nn1C(C)(C)C
  1%	-7	-32%	.	?	0%	-3%	11%	8%	-2%	6%
